Mm-Cpn inhibitor: inhibitors of Methanococcus maripaludis chaperonin (MmCpn); 330,000 compounds, 0.031% hits; Potency, µM (titrated, usually from 76.9 µM), for the others: at the highest dose activity, negative = inhibition, actives largely listed as inhibitors; AID 504842; purified Mm-Cpn ATPase, ADP Transcreener TR-FRET; note: potency is the fitted concentration of half-maximal effect; % is set by controls: 0 for no effect and ±100 for the full control effect; nearly all actives have a fitted effect of over 80% in size
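ATPase turnover read by TR-FRET ADP competition (Eu cryptate antibody/ADP-d2, 665/590 nm): 10uM ATP final, 25nM Mm-CPN final, 30 min 37degC after 10-min compound preincubation, pH 7.4 Tris/KCl/MgCl2/DTT buffer.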
pAkt inh: blocks phosphorylation of Akt; Neuro2A IGF-stimulated pAkt S473 HTRF, 20 min; hits give low values; activity change, % for hits at 50 µM; 360,000 compounds, 0.32% hits; in the data active = activity change below about -80%; inconclusive = mostly about -51% to -80%; note: % is set by controls: 0 for no effect and ±100 for the full control effect
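Neuro2A cells (4,500/well, DMEM with 0.5% FBS) were treated with compound at a single 50 µM final concentration, stimulated with 6 nM IGF for 20 min at 37 °C, and lysed. Phospho-Akt Ser473 was read by HTRF as 665/615 ratio ×10^4.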
aSyn rescue: inhibitors of alpha-synuclein toxicity in yeast. Yeast expressing alpha-synuclein, growth rescue, BacTiter-Glo, 24 h. 370,000 compounds, 0.14% hits. AID 652106. Potency, µM (titrated, usually from 46.1 µM), for the others: at the top dose growth rescue (activation), most hits filed as activators; note: potency is the fitted concentration of half-maximal effect; % of control where 0% means no effect; nearly all actives have a fitted effect of over 65% in size
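Rescue of yeast growth: cells expressing toxic alpha-synuclein, induced in galactose at OD600 0.02, incubated with compound 24 h at 30 C. ATP luminescence quantified growth; inhibitors of toxicity appear as activators.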
FUS yeast rescue: rescues growth of FUS-expressing yeast; S. cerevisiae FUS-expressing, growth rescue, OD600, 24 h; Potency, µM (doses to about 76.6 µM), inactives show at the highest dose growth rescue (activation), most hits filed as activators; 390,000 compounds, 0.24% hits;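 note: potency is the fitted concentration of half-maximal effect; plate controls were DMSO vehicle for no effect and reference control for full effect; nearly all actives have a fitted effect of over 55% in size; some results filed as inactive show a strong effect at the top dose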
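Read-out: OD at 600 nm after 24hr at 30C, reporting rescue of FUS-induced yeast toxicity. Cells at OD 0.005 in galactose (2%) minimal medium; compounds tested in a dilution series; CP55940 titration from 92uM final as control.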
Abeta rescue: compounds reversing amyloid beta toxicity in yeast. 410,000 compounds, 0.063% hits. yeast expressing A-beta42, growth rescue, OD600, 48 h; response scale: 0% DMSO, 100% iron-clioquinol control. Potency, µM (series often up to 46.1 µM), inactives show at the top dose growth rescue, usual class: activators. AID 1347071; note: potency is the fitted concentration of half-maximal effect; nearly all actives have a fitted effect of over 55% in size
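Yeast growth medium received pinned compounds, then yeast cells expressing toxic A-beta were added; plates incubated at 30 C for 48 hr. Growth read as absorbance at 600 nm, normalized to DMSO and equimolar FeCl3 plus clioquinol controls.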
GLP1R cytotox: cytotoxicity counter-screen for GLP-1 receptor inverse agonists | HEK293 cAMP-luciferase reporter cells, luminescence, 24 h | Potency, µM (series often up to 38.3 µM), for the others: top-dose activity change, negative = inhibition, hits mostly inhibitors | 410,000 compounds, 0.13% hits | AID 624418;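 note: loss of luciferase light is scored as toxicity; potency is the fitted concentration of half-maximal effect; % is set by controls: 0 for no effect and ±100 for the full control effect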
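Compound-treated cells are incubated 24 hr at 37 deg C under 5% CO2 after a 12 hour attachment period, then luciferase detection reagent is added and luminescence is measured following 12 min at room temperature; lowered signal indicates toxicity.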
TDP-43 yeast inh: inhibitors of TDP-43 toxicity in yeast; TDP-43 expressing yeast growth rescue, BacTiter-Glo, 24 h; AID 652104; 410,000 compounds, 1.8% hits; Potency, µM (highest dose often 46.1 µM), inactives show top-dose growth rescue (activation), most hits filed as activators; note: potency is the fitted concentration of half-maximal effect; % of control where 0% means no effect; nearly all actives have a fitted effect of over 50% in size
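Cell-based yeast growth screen: TDP-43 expression induced in galactose, inoculum OD600=0.02 after raffinose pregrowth to mid-log. Read-out BacTiter-Glo luminescence at 24 hr, 30 deg C; inhibition of toxicity seen as signal increase.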
GLP1R inv ag: inverse agonists of human GLP-1 receptor | P43220 | HEK293 GLP-1R CRE-luciferase, luminescence, 24 h; GLP-1R form is constitutively active | Potency, µM (top dose mostly 38.3 µM), for inactives: top-dose activity change, negative = inhibition, most hits filed as inhibitors | 410,000 compounds, 1.6% hits | AID 624417; note: potency is the fitted concentration of half-maximal effect; % is set by controls: 0 for no effect and ±100 for the full control effect; nearly all actives have a fitted effect of over 55% in size
Target sequence (P43220 whole entry, looked up): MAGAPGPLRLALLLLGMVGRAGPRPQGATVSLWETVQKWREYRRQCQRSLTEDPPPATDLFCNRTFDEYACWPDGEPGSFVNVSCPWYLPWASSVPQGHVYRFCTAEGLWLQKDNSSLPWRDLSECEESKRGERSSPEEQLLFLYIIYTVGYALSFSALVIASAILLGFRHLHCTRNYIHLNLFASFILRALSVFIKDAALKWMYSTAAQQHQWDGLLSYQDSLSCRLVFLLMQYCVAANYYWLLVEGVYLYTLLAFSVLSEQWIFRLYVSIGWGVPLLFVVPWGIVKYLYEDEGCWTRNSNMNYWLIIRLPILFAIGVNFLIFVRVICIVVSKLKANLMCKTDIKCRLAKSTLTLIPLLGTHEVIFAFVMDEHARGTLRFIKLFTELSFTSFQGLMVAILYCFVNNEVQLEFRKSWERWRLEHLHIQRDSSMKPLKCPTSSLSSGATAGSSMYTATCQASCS
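Seeding at 200 cells/uL, 12 h culture, 24 hr compound treatment, then luciferase reagent and a luminescence read; cells are HEK293 stably expressing a constitutively active GLP-1R plus cAMP-responsive luciferase.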
PTHR1 ag: PTHR1 (human) receptor agonism; Q03431; HEK293 GP2 PTHR1 cells, GloSensor cAMP luminescence, 1 h; Potency, µM (series often up to 115 µM), without a hit: at the top dose activation, actives largely listed as activators; 410,000 compounds, 0.075% hits; AID 743266; note: potency is the fitted concentration of half-maximal effect; nearly all actives have a fitted effect of over 55% in size; some results filed as inactive show a strong effect at the top dose; inactives centre near -15; many of its hits are not listed in these tables
Target sequence (Q03431 whole entry, looked up): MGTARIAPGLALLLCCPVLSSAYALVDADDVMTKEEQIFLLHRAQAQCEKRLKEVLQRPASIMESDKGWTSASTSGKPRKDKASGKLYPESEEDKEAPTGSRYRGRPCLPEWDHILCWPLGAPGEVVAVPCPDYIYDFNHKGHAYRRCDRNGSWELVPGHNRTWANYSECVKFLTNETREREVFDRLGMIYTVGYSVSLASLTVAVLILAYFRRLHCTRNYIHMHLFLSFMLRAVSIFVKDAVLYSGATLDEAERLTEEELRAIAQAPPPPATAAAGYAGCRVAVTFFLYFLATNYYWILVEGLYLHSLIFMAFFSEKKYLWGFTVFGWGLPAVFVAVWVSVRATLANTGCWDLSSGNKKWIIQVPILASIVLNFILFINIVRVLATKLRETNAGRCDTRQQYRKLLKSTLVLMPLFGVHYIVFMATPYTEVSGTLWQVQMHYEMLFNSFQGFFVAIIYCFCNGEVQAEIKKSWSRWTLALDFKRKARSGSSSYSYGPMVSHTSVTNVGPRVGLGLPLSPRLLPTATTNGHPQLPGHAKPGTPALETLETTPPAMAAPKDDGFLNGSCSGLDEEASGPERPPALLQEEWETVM
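HEK-293-derived GP2 cells expressing PTHR1 and a GloSensor cAMP reporter, 3,000/well, plated overnight, given luciferin plus IBMX (each 0.5 mM as added) for 1 h at 37 °C, then compound for 1 h at 37 °C. Luminescence was read after 15 min at room temperature.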
Numbers without * were called inactive; i = inactive; ? = inconclusive; · = no result given; & = joins results of further samples; [ ] = dose if it differs, or a comment. Unless noted, calls come from the whole dose curve; as a rule, active = well fitted curve in the direction sought with a large enough effect; inconclusive = small, poorly fitted or top-dose-only effect, or another doubt; inactive = no such curve, though single readings can be large; an effect the other way counts as inactive or inconclusive. Only part of the results is shown (hit frequency here may not be typical).

Structure,Mm-Cpn inhibitor,pAkt inh,aSyn rescue,FUS yeast rescue,Abeta rescue,GLP1R cytotox,TDP-43 yeast inh,GLP1R inv ag,PTHR1 ag
Cc1ccc2c(=O)n3c(nc2c1)C(CC(C)C)NC(=O)c1cccnc1-3 (configuration not stated),·,i,-2.2%,3.6%,-2.1%,-10.9%,2.8%,0.6%,-16.4%
COc1ccccc1C(=O)NCCC(=O)Nc1nc2ccccc2[nH]1,-0.5%,i,1.0%,9.3%,4.7%,-17.2%,-7.2%,15.2%,i
COCCNC(=O)C(OC(=O)c1cccs1)c1ccc(F)cc1 (configuration not stated),2.8%,i,14.7%,-27.2%,-4.7%,1.1%,0.0%,-5.0%,i
CCOc1ccc(NCC2CCOC(C)(C)C2)cc1 (configuration not stated),-0.6%,i,-6.5%,12.2%,13.8%,-11.9%,3.5%,0.3%,i
COc1cccc(NC(=O)c2nn(-c3ccc(C)cc3)c(=O)n(C)c2=O)c1,·,·,·,-5.3%,-19.1%,0.0%,19.7%[9.22 µM],10.3%,-18.9%
COC(=O)c1cccc(Oc2nc3c(c(=O)n(C)c(=O)n3C)n2C(C)C)c1,-0.1%,i,-1.1%,-20.1%,-13.0%,9.2%,7.9%,8.3%,-15.7%
CC1C(c2ccccc2)=Nn2c(=O)n(-c3ccccc3)c(=O)n21 (configuration not stated),·,i,13.4%,0.1%,-39.1%[inhibitor],2.6%,8.8%,-22.8%,-7.9%
COc1cc(Cl)cc(C#N)c1OCC(=O)O,-1.3%,i,4.2%,-4.6%,15.1%,4.9%,-10.9%,0.0%,-11.3%[57.5 µM]
O=C(c1ccc(F)cc1F)N(Cc1ccccn1)Cc1ccco1,-1.7%,i,-2.5%,25.9%,-0.1%,-18.5%,-11.5%,0.0%,-8.0%
Cn1c(C(O)C(O)c2ccccc2)nc2ccccc21 (configuration not stated),-0.9%,i,?,-10.7%,-5.1%,-2.1%,-1.2%,6.8%,-22.7%
Cc1ccc(CSc2nnc(CCNC(=O)OC(C)(C)C)o2)cc1,1.2%,i,?,27.2%&0.1%,22.4%&1.5%,2.2%&5.2%,8.7%&20.3%,?,-50.4%&-33.1%[inhibitor]
COc1ccccc1Cc1c(-c2ccc(C)cc2)nc2ccc(Cl)cn12,·,i,4.0%,11.7%,9.6%,-10.9%,18.4%,-3.8%,i
O=C(NCc1ccccn1)C1CCN(C2CCN(Cc3cccc(F)c3)CC2)CC1,·,i,-6.7%,-13.6%,0.6%,-8.2%,9.3%,12.4%,i
COc1ccc(/C(C)=N/NC(=O)CNC(=O)c2ccncc2)c(OC)c1,-4.3%,i,-0.3%,14.2%,5.1%,6.0%,7.1%,-20.2%,?
Cc1c(C(=O)NCc2ccccc2)oc2ccc(S(=O)(=O)N3CCC4(CC3)OCCO4)cc12,-0.6%,i,2.1%,40.9%,13.1%,25.9%,?,-36.6%,-21.9%[57.5 µM]
Cc1cccc(C(=O)N(Cc2ccco2)c2c(N)n(Cc3ccccc3)c(=O)[nH]c2=O)c1,0.6%,i,-2.8%,·,-8.1%,-13.1%,11.7%,-8.2%,i
CCC(=O)c1ccc(OCC(O)CNCc2ccc(F)cc2)cc1 (configuration not stated),-0.1%,i,1.6%,·,13.5%,-1.0%,-34.7%,?,-2.4%
O=C(O)c1cc(N/N=C2/CC(c3ccccc3)Oc3ccccc32)ccc1Cl (configuration not stated),2.2%,i,-2.3%,28.5%,-3.4%,2.9%,3.6%,2.4%,i
C=CCn1c(SCc2ccccc2)nc2c1c(=O)[nH]c(=O)n2C,1.0%,i,-1.9%,5.8%,-6.8%,-7.6%,5.0%,18.5%,-30.8%[inhibitor]
Cc1cc2c(cc1S(=O)(=O)Nc1cccc(C)c1C)n(C)c(=O)c(=O)n2C,2.1%,i,1.2%,9.6%,-7.3%,-13.4%,21.0%,9.1%,i

Whole records, quoted from the list. Order of values: Mm-Cpn inhibitor	pAkt inh	aSyn rescue	FUS yeast rescue	Abeta rescue	GLP1R cytotox	TDP-43 yeast inh	GLP1R inv ag	PTHR1 ag
`O=C(c1ccc(F)cc1F)N(Cc1ccccn1)Cc1ccco1` reads -1.7%	i	-2.5%	25.9%	-0.1%	-18.5%	-11.5%	0.0%	-8.0%
`CC1C(c2ccccc2)=Nn2c(=O)n(-c3ccccc3)c(=O)n21` (configuration not stated) reads ·	i	13.4%	0.1%	-39.1%[inhibitor]	2.6%	8.8%	-22.8%	-7.9%

(further entries)
Structure,Mm-Cpn inhibitor,pAkt inh,aSyn rescue,FUS yeast rescue,Abeta rescue,GLP1R cytotox,TDP-43 yeast inh,GLP1R inv ag,PTHR1 ag
CCCN(Cc1cccs1)C(=O)Nc1ccc(Br)c(C)c1,·,·,·,-17.6%,8.0%,5.5%,0.0%,?,-14.6%
CC(=O)Nc1ccc(NC(=O)[C@H](C)NC(=O)c2ccco2)cc1,-2.1%,i,-9.0%,-4.7%,-4.0%,8.8%,-10.4%,-0.1%,-7.2%
CN1CCCC1CCNc1ccc2c(=O)c3ccccc3oc2c1 (configuration not stated),-10.2%,i,-0.5%,1.4%,0.6%,252.7%[activator],6.5%,?,i
COCC(=O)n1cc(C(=O)OC)c2ccccc21,-0.7%,i,-0.1%,-5.0%,-1.4%,-13.9%,11.1%,10.1%,-7.6%
COc1ccc(N(CC(=O)NN=C2CCN(C)CC2)S(=O)(=O)c2ccc(NC(C)=O)cc2)cc1,0.6%,i,4.6%,16.1%,1.6%,0.7%,-6.0%,3.7%,-15.8%
Cc1ccc(OCC(=O)N(Cc2ccccc2)c2c(N)n(Cc3ccccc3)c(=O)[nH]c2=O)c(C)c1,0.8%,i,-10.1%,11.2%,-8.4%,-20.2%,1.9%,16.9%,-13.8%
O=S(=O)(NN1CCOCC1)c1ccc(Br)cc1,0.7%,i,-2.0%,11.4%,9.0%,2.1%,-10.9%,14.7%,-15.2%
O=C(CN1CCOCC1)Nc1cc(Cl)ccc1Cl,0.3%,i,1.5%,-2.4%,-6.9%,13.1%,0.0%,2.4%,-49.0%[inhibitor]
CCCCNC(=O)C1(C)CCCCN1Cc1ccc2ccccc2c1 (configuration not stated),·,i,-1.5%,-14.0%,-1.5%,5.6%,-6.7%,?,-20.4%
Cc1ccccc1C(=O)NCC(=O)OC(C)C(=O)Nc1cccc(S(=O)(=O)N2CCOCC2)c1 (configuration not stated),0.7%,i,-2.8%,20.1%,7.9%,12.3%,-10.3%,9.6%,i
O=C(CN1C(=O)COc2ccc(S(=O)(=O)N3CCCC3)cc21)NCCc1ccc(Cl)cc1,·,·,·,26.6%,-12.4%,0.0%,-4.0%,-9.8%,i
COc1ccc(CNC(=O)c2ccc3nccnc3c2)cc1,1.1%,i,-31.2%[inhibitor],47.3%,-17.9%,-12.6%,?,7.1%,-1.9%[57.5 µM]
O=C(c1ccccn1)N1CCN(S(=O)(=O)c2ccc(F)cc2)CC1,-6.9%,i,1.6%,-13.7%,13.7%,-2.4%[0.307 µM],-0.3%,-10.1%[0.307 µM],i
CC1C(=O)N2CCCc3cc(NC(=O)COc4ccc(Cl)cc4)cc1c32 (configuration not stated),-1.8%,i,8.3%,16.9%,-8.7%,-0.8%,?,1.6%,-66.6%[inhibitor]
NC(=NCc1ccccc1)c1cccc([N+](=O)[O-])c1,3.4%,i,1.6%,6.2%,2.8%,5.6%,-5.9%,5.8%,i
Cn1c(=O)c2c([nH]c(=O)n2C)n(Cc2ccccc2)c1=O,·,i,0.5%,-11.2%,?,9.4%,-16.7%,6.9%,i
CN1CCN(Cc2cc(COCc3ccccc3)c3cccnc3c2O)CC1,2.1%&-1.1%,i,20.0%,19.7%,?,?,10.2%,?,i
COc1ccc(C(=O)NCc2nnc(SC)n2Cc2ccccc2)cc1,1.7%,i,-1.3%,10.0%,-3.7%,8.9%[7.66 µM],-19.4%,-22.9%[7.66 µM],-39.8%
O=C(CCN1C(=O)c2ccccc2C1=O)C1=NN[C@@H]2C(=O)N(c3cccc(Cl)c3)C(=O)[C@H]12,-0.9%,i,-4.9%,·,6.6%,-17.8%,-5.1%,15.3%,i
COc1ccc(-c2nnc(SCC(=O)N3CCCC3)o2)c(OC)c1,0.7%,i,0.9%,-0.4%,11.5%,3.1%,4.5%,5.2%,-0.8%
CCOc1ccc(CCNC(=O)c2cc(-c3ccccc3)c(N3CCOCC3)s2)cc1,·,i,1.3%,9.9%,4.0%,6.5%,19.5%,?,i
COC(C(=O)Nc1ccnn1C1CCN(Cc2nccs2)CC1)c1ccccc1 (configuration not stated),-0.7%,i,-1.9%,·,6.6%,9.7%,0.0%,0.6%,10.8%
O=C(Nc1cc(S(=O)(=O)N2CCOCC2)ccc1N1CCCC1)c1ccccc1F,·,i,0.6%,-5.6%,9.5%,4.4%,5.2%,6.8%,i
Fc1ccc(-n2c(Cn3nnc4ccccc43)n[nH]c2=S)cc1,-1.3%,i,-4.8%,-6.1%,12.5%,9.2%,17.6%,13.1%,-13.4%
COc1cc(C)ccc1S(=O)(=O)n1nc(C)cc1C,-1.9%,i,0.3%,2.7%,2.9%,2.3%,-2.4%,-8.9%,i
